PLK1 PBD inh = PLK1 (human) polo-box domain binding inhibition. P53350. Plk1 PBD binding of FITC phosphopeptide, fluorescence polarization. Potency, µM, for inactives: max response, negative = inhibition, actives largely listed as inhibitors. 2.8% of 360,000 active. AID 720504; further: potency means the concentration at half of the fitted maximal effect; series mostly up to about 57 µM; on the % scale 0 is the no-effect control and ±100 the full control effect; nearly all actives have a fitted effect of over 65% in size
Target sequence (P53350 whole entry, looked up, the tested form may be a part): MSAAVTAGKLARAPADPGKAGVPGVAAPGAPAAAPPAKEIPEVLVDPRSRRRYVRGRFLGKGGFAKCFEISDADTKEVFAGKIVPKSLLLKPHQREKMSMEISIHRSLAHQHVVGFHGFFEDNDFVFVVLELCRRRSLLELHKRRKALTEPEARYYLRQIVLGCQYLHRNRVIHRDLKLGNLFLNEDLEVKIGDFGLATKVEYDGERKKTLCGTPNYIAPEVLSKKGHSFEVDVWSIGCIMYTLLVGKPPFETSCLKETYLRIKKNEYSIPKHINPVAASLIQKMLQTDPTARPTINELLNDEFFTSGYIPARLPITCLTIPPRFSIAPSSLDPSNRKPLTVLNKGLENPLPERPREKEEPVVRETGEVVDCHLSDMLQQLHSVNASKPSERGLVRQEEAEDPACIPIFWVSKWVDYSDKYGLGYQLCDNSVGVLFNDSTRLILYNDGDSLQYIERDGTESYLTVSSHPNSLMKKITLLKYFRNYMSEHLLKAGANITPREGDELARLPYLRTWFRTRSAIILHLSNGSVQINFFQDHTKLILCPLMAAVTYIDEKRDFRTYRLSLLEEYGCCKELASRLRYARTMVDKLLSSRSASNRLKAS
PI5P4K alpha inh = PI5P4K alpha (human) kinase inhibition; P48426; PI5P4Kalpha enzyme, ADP-Glo luminescence, 60 min; hits give low values; max response, %; 1.2% of 330,000 active; AID 652105; active means max response of -50% or lower; inconclusive means between -30% and -50%; inactive means -30% or higher; further: value at the top dose of about 77 µM; on the % scale 0 is the no-effect control and ±100 the full control effect
Target sequence (P48426 whole entry, looked up): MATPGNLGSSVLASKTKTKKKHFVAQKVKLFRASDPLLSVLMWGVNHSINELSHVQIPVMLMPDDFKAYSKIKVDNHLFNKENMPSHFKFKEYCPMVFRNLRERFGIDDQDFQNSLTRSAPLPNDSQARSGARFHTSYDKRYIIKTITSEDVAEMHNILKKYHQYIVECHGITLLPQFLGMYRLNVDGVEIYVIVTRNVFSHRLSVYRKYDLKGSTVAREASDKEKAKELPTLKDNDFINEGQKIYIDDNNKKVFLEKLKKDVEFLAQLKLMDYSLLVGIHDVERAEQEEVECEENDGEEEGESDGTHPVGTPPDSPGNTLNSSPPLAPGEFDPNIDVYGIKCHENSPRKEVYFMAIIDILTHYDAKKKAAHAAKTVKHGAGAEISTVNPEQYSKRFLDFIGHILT
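ADP-Glo luminescence end-point read after a 60 min room-temperature kinase reaction of PI5P4Kalpha plus substrate, initiated with ATP at 5 microM final. Buffer: 0.038 M HEPES pH 7.4, EGTA, 0.1% CHAPS, 5% DMSO.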
WRN helicase inh = blocks human WRN helicase; Q14191; AID 651768; Potency, µM (doses to about 114 µM), for the others: at the highest dose activity change, negative = inhibition, most hits filed as inhibitors; WRN helicase unwinding, fluorescent forked duplex, kinetic; 0.46% of 360,000 active; further: potency means the concentration at half of the fitted maximal effect; on the % scale 0 is the no-effect control and ±100 the full control effect; nearly all actives have a fitted effect of over 55% in size
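WRN at 20 nM final was preincubated with compound for 15 min at room temperature; reaction started with 100 nM forked duplex oligonucleotide carrying fluorophore and quencher plus 2 mM ATP (final). Unwinding followed kinetically by red fluorescence (ex 525/em 598 nm).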
IL2 activator = activators of IL-2; IL-2 activation reporter assay, cell-based qHTS; stimulated with anti-CD3/CD4/CD28 beads; in transgenic mouse T cells; activation, % (series mostly up to about 46 µM); 0.065% of 360,000 active; AID 652025; in the data active means activation above about 50%; inconclusive means mostly about 30% to 49%; further: 0% is about no effect
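Unstimulated transgenic mouse T cells, 750 per well, received compound and, after 60 minutes, anti-CD3/anti-CD4 bead plus anti-CD28 stimulation. EGFP and DsRed were quantified after 18 hours.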
CCT modulator = changes cytosolic chaperonin activity; purified chaperonin ATPase assay, HTRF ADP detection, 30 min; activity change, % (concentration not given with the values), hits read low; 0.3% of 360,000 active; AID 651819; in the data active means activity change below about -30%; further: on the % scale 0 is the no-effect control and ±100 the full control effect
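First, chaperonin was dispensed at 40 nM or 20 nM final depending on batch activity. Next, compounds were pinned at 76 uM and ATP added at 10 uM. After 30 min at 37 °C, ADP detection reagents ran 30 min at ambient temperature.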
EPAC1 antag = antagonists of human EPAC1; Potency, µM (series often up to 115 µM), inactives show at the top dose activity change, negative = inhibition, most hits filed as inhibitors; EPAC1 GEF assay, Rap1b-BODIPY-GDP exchange fluorescence; AID 720709; O95398; 0.14% of 360,000 active;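 further: potency means the concentration at half of the fitted maximal effect; plate controls were vehicle for no effect and positive control for full effect; nearly all actives have a fitted effect of over 50% in size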
EPAC2 ag = activates human EPAC2 exchange factor; Q8WZA2; EPAC2 activation, biochemical qHTS; response scale: 100% = 6.5 mM cAMP response; Potency, µM (series often up to 154 µM), for the others: at the top dose activation, hits mostly activators; 0.079% of 360,000 active; further: potency means the concentration at half of the fitted maximal effect; nearly all actives have a fitted effect of over 50% in size
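Readout is BODIPY fluorescence (480 nm excitation, 540 nm emission), which falls as labeled GDP is exchanged off Rap1B. EPAC2 at 100 nM acted on 250 nM RAP1B-BODIPY-GDP with 50 uM GDP present.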
EPAC1 agonist = EPAC1 (human) agonism. O95398. AID 720707. EPAC1 agonist qHTS, biochemical assay; response scale: 100% = response to 6.5 mM cAMP. 0.073% of 360,000 active. Potency, µM (titrated, usually from 154 µM), for the others: at the highest dose activation, most hits filed as activators; further: potency means the concentration at half of the fitted maximal effect; nearly all actives have a fitted effect of over 60% in size
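Fluorescent GDP-exchange assay: 100 nM EPAC1 with 250 nM Rap1B preloaded with BODIPY-GDP and 50 uM GDP; compounds tested as concentration series, 5 min at room temperature, then read every 5 min for 30 min (ex 480/em 540 nm); normalized to 6.5 mM cAMP.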
Active calls of the source: *; u = inconclusive; x = not tested or not shown; [ ] = another dose, or the depositor's remark. Unless noted, the call rests on the fitted dose curve; in most records, active means well fitted curve in the direction sought with a large enough effect; inconclusive means small, poorly fitted or top-dose-only effect, or another doubt; inactive means no such curve, though single readings can be large; an effect the other way counts as inactive or inconclusive. Only part of the results is shown; the hit share may differ from the screen's.

SMILES	PLK1 PBD inh	PI5P4K alpha inh	WRN helicase inh	IL2 activator	CCT modulator	EPAC1 antag	EPAC2 ag	EPAC1 agonist
c1ccc(OCCOc2ncnc3sccc23)cc1	-5%	-1	9%	-0.2	-5.2	-4%	-4%	-2%
Cc1ccc(S(=O)(=O)N2CCN(C(=O)C(Cc3ccccc3)NC(=O)c3ccccc3)CC2)cc1 (centres undefined)	-11%	-7	6%	0.3	1.0	-4%	10%	3%
CCOC(=O)c1c(C)[nH]c(C(=O)OCC(=O)N2CCCC2=O)c1C	-3%	-4	-9%	-1.1	-0.8	-4%	-1%	-6%
CCOC(=O)Cc1csc(NC(=O)c2csc3c2CCCC3)n1	-15%	x	1%	0.3	0.7	-3%	15%	1%
CCCCN(CC)Cc1ccc(CNC(=O)Nc2ccccc2)o1	3%	x	1%	-1.1	0.2	-1%	-2%	6%
CC1CN(S(=O)(=O)c2cccc(C(=O)N(CCc3ccccc3)Cc3ccccc3)c2)CC(C)O1 (centres undefined)	-8%	11	-17%	-1.3	1.4	-14%	7%	-53%[inhibitor]
COc1ccc(-c2nn(-c3ccccc3)cc2/C=N/Nc2ccc(Cl)c(C(=O)O)c2)cc1OC	-22%	-10	-10%	-0.2	-2.3	9%	7%	7%
C=CCNC(=O)c1ccccc1NC(=O)COc1ccc(OC)cc1	2%	-2	-10%	-3.1	-2.4	-9%	0%	-4%
CSc1ccc(CN2CCC(CO)(CCOc3ccccc3)CC2)cc1	0%	0	-3%	-0.2	-2.4	4%	-4%	3%
Cn1ncc(Cl)c1C(=O)Nc1cccc(Cl)c1	24µM*	-18	15%	-1.3	0.2	7%	-4%	5%
Cn1c(=O)c2c(nc(SCCCC#N)n2Cc2ccccc2F)n(C)c1=O	-8%	1	1%	-3.5	0.6	-7%	11%	-1%
O=C(O)C1CCCN(S(=O)(=O)c2ccc(Cl)s2)C1 (centres undefined)	-3%	-5	-1%	-1.8	-2.5	5%	4%	0%
CCOc1ccc(NC(=O)CN(C)C(=O)c2ccc(COc3ccccc3)cc2)cc1OCC	-2%	-1	24%	-2.7	-3.2	4%	0%	0%
Cc1ccc(Cl)cc1N1CCN(CC(O)COC(C)C)CC1 (centres undefined)	-3%	5	5%	-4.2	-2.3	8%	3%	-12%
CCOC(=O)c1cn(CC(=O)Nc2ccc(C(C)C)cc2)nn1	-4%	-1	-13%	-1.9	-1.7	-10%	5%	1%
O=[N+]([O-])c1ccc(S(=O)(=O)Nc2ccc(-c3ccc(N4CCCC4)nn3)cc2)cc1	-6%	-23	-5%	-0.3	3.3	14%	-4%	4%
O=C(/C=C/c1ccc(S(=O)(=O)N2CCOCC2)cc1)NC(=S)NCCCn1ccnc1	-16%	0	1%	0.0	1.8	14%	0%	-4%
COc1ccc(CC(=O)Nc2ccc(-c3noc(-c4cccc(OC)c4)n3)cc2)cc1	-12%	0	-30%	0.9	-3.9	-14%	11%	-7%
Nc1nc(-c2cccnc2)nn1C(=O)c1ccc(Cl)cc1	-11%	1	-2%	0.5	1.7	-6%	0%	-5%
CCN(CC(=O)Nc1ccc(N2CCOCC2)cc1)C(=O)COc1ccccc1OC	-6%	-3	-30%[57.1 µM]	-1.3	-0.5	16%	5%	8%
CC(=O)Oc1ccc(/C=C(\NC(=O)c2ccco2)C(=O)Nc2ccc(C(C)=O)cc2)cc1	-1%	-3	-4%	-2.2	0.3	12%	4%	7%
Cc1cc(NC(=O)CSc2nc(-c3ccccc3)cs2)no1	-4%	2	-32%[57.1 µM]	1.6	-3.6	3%	-6%	-11%
O=C(CSc1nnc(-c2cccc(S(=O)(=O)N3CCCCC3)c2)o1)NCCC1=CCCCC1	21µM*	4	-11%	2.9	-4.9	-6%	-1%	-8%
Cc1ccc(/C=C/C(=O)Nc2ccc(Oc3ccccc3)cc2)o1	-11%	u	-20%[57.1 µM]	-0.3	-7.1	-11%	-5%	8%
CCc1cccc(NC(=O)Cn2c(-c3ccccc3)cc(C(C)=O)c2C)c1	-20%	4	-23%	-0.1	-2.5	-7%	-15%	-22%
Cc1cccc(NC2=C(Cl)C(=O)OC2OC(C)C)c1 (centres undefined)	5%	6	-12%	0.7	-0.3	-10%	-1%	4%
COc1ccc(NS(=O)(=O)c2ccc(N3CCOCC3)c(NC(=O)c3ccc(F)cc3)c2)cc1	-1%	2	-4%	-4.3	0.7	-30%	2%	3%
CCCn1c(=NC(C)=O)c(C(=O)OCC)cc2c(=O)n3ccccc3nc21	-12%	x	-4%	-2.4	-1.7	2%	12%	2%
O=C(CCc1ccc(O)cc1)NNC(=S)NCCc1ccccc1	-22%	-6	8%	0.4	-8.0	13%	14%	8%
CCOC(=O)c1ccc(NC(=O)C2C3CCC(C3)C2C(=O)O)cc1 (centres undefined)	-1%	1	-8%	-2.3	1.5	5%	0%	-7%
CN(CCCC(=O)Nc1ccc(Br)cc1F)S(=O)(=O)c1ccccc1	-23%	-2	8%	-0.6	1.0	-8%	0%	-1%
CC1=CC(=O)N(c2cccc(C(F)(F)F)c2)C1c1ccc(Cl)cc1 (centres undefined)	2%	x	-10%	-1.6	2.4	-16%	4%	20%
Cc1ccc2cc(CN(CCCN(C)C)C(=O)NCc3ccccc3)c(=O)[nH]c2c1C	0%	3	6%	0.0	-3.3	-14%	4%	0%
S=C(NCc1ccccn1)NN=Cc1ccccn1	-6%	-14	2%	0.0	1.6	-24%	5%	2%
Cc1ccc(-n2c(N)c(C(N)=O)sc2=S)c(C)c1	6.7µM*	u	-31%	0.3	-0.5	-14%	1%	-4%
O=C(CN(Cc1ccccc1)C(=O)CCC(=O)Nc1nccs1)NCc1ccc(F)cc1	-4%	-1	u	2.0	-2.4	-7%	0%	2%
CC(C)c1ccc(/C=N/NC(=O)C2CCCC2)cc1	-4%	6	-3%	-3.8	-3.6	8%	-5%	2%
CCC(=NCc1ccccc1)C1=C(O)C(C(=O)OC)C(C)(C)CC1=O (centres undefined)	-7%	12	-26%	-2.4	0.9	-6%	-9%	-5%
COc1ccccc1CNC(=O)[C@H](C)NC(=O)C1CCN(C(=O)[C@@H](N)CC(C)C)CC1	-4%	-13	5%	-0.8	-2.2	-1%	0%	12%
CCCCn1c(CNC(=O)CCC)nc2ccccc21	0%	6	1%	-2.7	-1.0	16%	15%	2%
CN1CCN(Cc2c(O)ccc3cc(-c4ccccn4)c(=O)oc23)CC1	-14%	1	-24%	-0.3	-2.1	u	10%	10%
O=c1ccn([C@@H]2O[C@H](CO)[C@@H](O)[C@H]2O)c(=O)[nH]1	-2%	-2	3%	0.2	-2.1	12%	-3%	-31%[inhibitor]
O=C(NCC(c1ccco1)N1CCN(c2ccccc2F)CC1)c1ccco1 (centres undefined)	-4%	-5	8%	1.7	-4.1	u	-1%	0%
COc1ccc(/C=C2/SC(=O)N(CC(O)Cn3c4ccccc4c4ccccc43)C2=O)cc1 (centres undefined)	30µM*	6	-3%	-3.8	0.3	8%	2%	2%
COc1ccc(OCC(=O)N2CC3(C)CC2CC(C)(C)C3)cc1 (centres undefined)	-9%	-1	-1%	-0.2	-1.2	-3%	-5%	-8%
COc1ccccc1C(=O)NC(C)C(c1cccs1)N1CCN(C)CC1 (centres undefined)	-13%	x	1%	-0.9	-2.9	-18%	7%	11%
CC(C)(C)C(C(=O)NCc1ccccc1)N1CCN(CCN2CCOCC2)CC1 (centres undefined)	-21%	0	3%	1.2	x	-13%	0%	4%
CCCCOCCCNC(=O)C[C@@H]1C[C@@]2(C(=O)OC)CCCCC=C2N(Cc2ccco2)C1=O	-10%	7	1%	1.2	-0.8	-4%	-1%	-4%
COCCN(C(=O)CCC(=O)Nc1nccs1)C(C(=O)NC(C)(C)C)c1ccc(F)cc1 (centres undefined)	2%	5	-1%	-2.2	0.4	-27%	2%	0%
CCOc1ccc(CCNC(=O)c2ccc3nc(N4CCOCC4)sc3c2)cc1OCC	-1%	11	3%	-4.3	1.2	-22%	-11%	-6%

(next part)
SMILES	PLK1 PBD inh	PI5P4K alpha inh	WRN helicase inh	IL2 activator	CCT modulator	EPAC1 antag	EPAC2 ag	EPAC1 agonist
C[C@H]1CN([C@@H](C)CO)C(=O)CCCn2nncc2CO[C@H]1CN(C)C(=O)Cc1ccccc1	-12%	0	-7%	-1.6	-1.5	0%	9%	-12%
O=C(Nc1cc(S(=O)(=O)Nc2ccc(Cl)cc2)ccc1O)c1ccc(S(=O)(=O)N2CCCCCC2)cc1	12µM*	-18	u	-1.2	0.0	u	-1%	-8%
COc1ccc(S(=O)(=O)NCc2ccco2)cc1NC(=O)c1ccccc1	1%	-2	1%[57.1 µM]	-0.4	2.1	22%	1%	-4%
Cc1nn(C)cc1C(=O)Nc1ccc2c(c1)OCCO2	-26%	1	-29%	-0.8	0.6	-18%	7%	-14%
Cc1cc(C(=O)N/N=C/C=C/c2ccccc2[N+](=O)[O-])c(C)o1	-4%	-8	-8%	-2.0	0.4	u	5%	3%
C=CCSC(CC)(CC)C(N)=O	-26%	-2	15%	-3.7	-3.1	-5%	1%	-5%
O=c1nc(-c2ccccc2)c2cc(SC(F)F)ccc2[nH]1	-15%	-6	-12%	-0.1	1.8	-1%	5%	-11%
CCN(CC)c1cc(NCCO)c([N+](=O)[O-])c2nonc12	-2%	-1	-1%	-0.2	1.5	-17%	-4%	-3%
CCOc1ccc(C2=Nn3c(nnc3-c3ccccc3OC)SC2)cc1	-2%	2	-12%	-1.2	0.5	-14%	4%	0%
CCOC(=O)C1=C(C)N=c2s/c(=C\c3ccc(OCC(=O)O)cc3)c(=O)n2C1c1ccccc1OC (centres undefined)	-11%	-10	-3%	0.1	0.5	0%	-16%	7%
CC(=O)c1cccc(NC(=O)c2cc3ccccn3n2)c1	-3%	7	-3%	-3.1	-0.8	-29%	8%	-5%
CCC(=O)Oc1ccc2c(c1)O/C(=C\c1ccco1)C2=O	u	-65*	-24%	8.8	-2.9	u	-172%[inhibitor]	-97%[inhibitor]
CN1C(=O)/C(=C/C=C2\SCCN2C)N(C)C1=S	40%[activator]	-24	-19%	0.3	-0.3	u	-25%	-4%

Nothing new here: an excerpt of the list.
SMILES	PLK1 PBD inh	PI5P4K alpha inh	WRN helicase inh	IL2 activator	CCT modulator	EPAC1 antag	EPAC2 ag	EPAC1 agonist
C[C@H]1CN([C@@H](C)CO)C(=O)CCCn2nncc2CO[C@H]1CN(C)C(=O)Cc1ccccc1	-12%	0	-7%	-1.6	-1.5	0%	9%	-12%
O=C(Nc1cc(S(=O)(=O)Nc2ccc(Cl)cc2)ccc1O)c1ccc(S(=O)(=O)N2CCCCCC2)cc1	12µM*	-18	u	-1.2	0.0	u	-1%	-8%

Screens deposited in PubChem by National Center for Advancing Translational Sciences (NCATS).
